MT1-MMP act inh: blockers of MT1-MMP proenzyme processing, primary screen, HT1080 RFP-PRO-GFP cells, GFP/RFP fluorescence; Matrix metalloproteinase-14 (Homo sapiens), P50281; GFP/RFP ratio fluorescence, overnight; percent of plate control window, DMSO zero; actives 0.061% (n = 360,000); GFP/RFP ratio change, % at 20 µM;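 active = GFP/RFP ratio change of at least 30% with cell ATP level not reduced by more than half and red fluorescence within 50% of control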; also: strong numbers were not always called active
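Material: RFP-PRO-GFP reporter HT1080 cells. Dosing: single-point 20 µM compound, 1% DMSO. Controls: DMSO and RFP-L50D-GFP cell wells. Timing: cells overnight before dosing, compound overnight, 37 °C, 5% CO2. Measure: GFP/RFP fluorescence ratio.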
Neddyl block: inhibitors of cullin neddylation, primary screen, biochemical, TR-FRET, uHTS, NAE and Ubc12 | actives 0.58% (n = 360,000) | NEDD8-conjugating enzyme Ubc12 (Homo sapiens) + NEDD8-activating enzyme E1 regulatory … | AID 651699, 2012 | calls only at 25 µM; in the data active = inhibition above about 36%
MsrA act: bovine MsrA enzyme activators, primary screen, biochemical, absorbance, HTS | AID 602163, 2012 | activation, % at 10.6 µM | Methionine sulfoxide reductase A (Bos taurus) | actives 0.3% (n = 360,000) | purified bovine MsrA, absorbance read-out; in the data active = activation above about 7.5%;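 also: 0% = vehicle and 100% = reference activator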
FAS-TE inh: FAS thioesterase domain inhibitors, primary screen, biochemical, fluorescence intensity, uHTS. Fatty acid synthase (Homo sapiens), P49327. recombinant FAS-TE, OMFH fluorogenic substrate, fluorescence endpoint. inhibition, % at 15 µM. actives 0.67% (n = 360,000);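 active = compounds whose normalised, plate-corrected inhibition of enzyme fluorescence in the single-dose primary screen is 50% or more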;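 also: 0% = DMSO with enzyme and 100% = substrate without enzyme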
E coli Lon inh: inhibitors of E. coli Lon protease, primary screen, biochemical, fluorescence polarization; inhibition, % at 7.94 µM; P0A9M0; actives 0.42% (n = 360,000); purified E. coli Lon protease; in the data active = inhibition above about 13%, passing the limit was not always enough;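 also: 0% = enzyme with probe and DMSO and 100% = no enzyme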
Target sequence (P0A9M0 whole entry, looked up): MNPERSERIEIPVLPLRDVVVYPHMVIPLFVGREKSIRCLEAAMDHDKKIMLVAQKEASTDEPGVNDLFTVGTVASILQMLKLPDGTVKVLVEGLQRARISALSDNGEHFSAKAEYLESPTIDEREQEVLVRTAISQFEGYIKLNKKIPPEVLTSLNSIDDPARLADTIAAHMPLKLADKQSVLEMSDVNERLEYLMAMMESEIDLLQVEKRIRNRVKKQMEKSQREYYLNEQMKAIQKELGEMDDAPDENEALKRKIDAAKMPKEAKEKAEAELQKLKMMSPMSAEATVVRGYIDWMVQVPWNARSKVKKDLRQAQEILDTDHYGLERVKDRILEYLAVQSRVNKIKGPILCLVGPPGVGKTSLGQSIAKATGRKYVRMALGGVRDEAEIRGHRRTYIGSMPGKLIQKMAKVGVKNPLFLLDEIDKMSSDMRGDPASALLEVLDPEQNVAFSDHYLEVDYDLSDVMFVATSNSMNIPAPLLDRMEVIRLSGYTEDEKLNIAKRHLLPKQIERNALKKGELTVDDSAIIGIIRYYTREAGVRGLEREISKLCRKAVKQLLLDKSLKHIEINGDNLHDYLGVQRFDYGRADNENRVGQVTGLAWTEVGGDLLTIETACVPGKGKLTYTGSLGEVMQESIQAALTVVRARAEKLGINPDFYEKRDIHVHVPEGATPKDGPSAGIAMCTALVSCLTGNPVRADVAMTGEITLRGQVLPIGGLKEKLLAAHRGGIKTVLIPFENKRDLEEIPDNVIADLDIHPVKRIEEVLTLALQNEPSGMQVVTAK
Rin1-Abl PPI inh: inhibitors of Rin1-Abl protein binding, primary screen, biochemical, TR-FRET | Tyrosine-protein kinase ABL1 (Homo sapiens) + Ras and Rab interactor 1 (Homo sapiens), … | inhibition, % at 7.35 µM | actives 0.4% (n = 360,000) | AID 588664, 2011; in the data active = inhibition above about 5%, passing the limit was not always enough
NRP1-CendR mod: modulators of CendR peptide binding to NRP-1, primary screen, biochemical, fluorescence polarization, uHTS. actives 0.85% (n = 360,000). inhibition, % at 25 µM. Neuropilin-1 (Homo sapiens), O14786. FAM-RPARPAR peptide binding to NRP-1;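 active = inhibition or corrected inhibition above about 18%, plus a signal ratio from 0.5 to 1.5, limit read from the data, passing the limit was not always enough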; also: strong numbers were not always called active
MLLE-PAM2 inh: inhibitors of PABP1 MLLE–PAM2 peptide binding, primary screen, biochemical, fluorescence polarization, FITC-PAM2, GST-MLLE; inhibition, % at 20 µM; actives 0.36% (n = 360,000); AID 588489, 2011; Polyadenylate-binding protein 1 (Homo sapiens), P11940; in the data active = inhibition above about 35%, passing the limit was not always enough;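 also: plate controls were DMSO wells with GST-MLLE for no effect and wells lacking GST-MLLE protein for full effect; some results filed as inactive read as strong as hits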
SKN-1 inh: suppressors of acrylamide-induced Pgst-4::GFP reporter in worms, primary screen, SKN-1 inhibitor project, whole organism, uHTS, GFP/RFP fluorescence ratio, strain VP596 | C. elegans VP596 Pgst-4::GFP/RFP ratio, 24 h | inhibition, % at 21.8 µM | actives 0.49% (n = 360,000) | AID 624304, 2012;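 active = interference check ratio from 0.5 to 1.5 plus GFP to RFP signal ratio inhibition reaching or exceeding a fixed threshold, cut at about 30% in these data, passing the limit was not always enough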; also: some compounds called inactive have numbers as strong as hits
Active calls of the source: *; i = inactive.

SMILES | MT1-MMP act inh | Neddyl block | MsrA act | FAS-TE inh | E coli Lon inh | Rin1-Abl PPI inh | NRP1-CendR mod | MLLE-PAM2 inh | SKN-1 inh
COc1cccc(-c2nn(-c3ccccc3)cc2/C=C(/NC(=O)c2ccccc2)C(=O)O)c1 | 0 | i | -4 | -1 | -1 | -2 | 2 | 6 | -5
N#Cc1ccccc1S(=O)(=O)N1CCN(c2nc(-c3ccccc3)nc3ccccc23)CC1 | 0 | i | -2 | 26 | 11 | -5 | 4 | 1 | 17
CCOC(=O)c1nn(C)c2[nH]c(=O)n(C)c(=O)c12 | 3 | i | -1 | -1 | -22 | 4 | -4 | 4 | 12
Cc1nn(Cc2ccc(F)cc2)c(Cl)c1/C=N/NC(=O)c1ccccc1 | -5 | i | -3 | -4 | -2 | -1 | 5 | 2 | 0
COc1ccc(-c2cc(=O)oc3c(C)c(OC(C)C(=O)NCc4ccccn4)ccc23)cc1 (configuration not stated) | -2 | i | -1 | 6 | -2 | -2 | 0 | -7 | 18
CCC(=O)NCCCc1nc2ccccc2n1Cc1ccccc1F | -1 | i | -1 | -2 | 2 | 0 | 6 | 1 | -2
CCC(C)NC(=O)NCc1ccccc1F (configuration not stated) | 1 | i | -2 | -4 | 0 | 2 | 2 | 11 | 0
CC1(C(=O)NS(=O)(=O)C2CC2)CCN(C(=O)c2cccc(Cl)c2)C1 (configuration not stated) | -5 | i | -3 | -4 | -13 | -3 | 23 | -4 | 19
O=C1CCCN1CCCN=c1c([N+](=O)[O-])nn(-c2ccc(Cl)cc2)n1O | 3 | i | -2 | -3 | 10 | -11 | -1 | -11 | 7
Cc1cccc(S(=O)(=O)NC(=O)C2(C)CCN2C(=O)CCC2CCCC2)c1 (configuration not stated) | 3 | i | -3 | -7 | -15 | 3 | -11 | -4 | 22

As entered above.
SKN-1 inh result of Cc1cccc(S(=O)(=O)NC(=O)C2(C)CCN2C(=O)CCC2CCCC2)c1 (configuration not stated) : 22
MT1-MMP act inh result of Cc1nn(Cc2ccc(F)cc2)c(Cl)c1/C=N/NC(=O)c1ccccc1 : -5

The list continues.
SMILES | MT1-MMP act inh | Neddyl block | MsrA act | FAS-TE inh | E coli Lon inh | Rin1-Abl PPI inh | NRP1-CendR mod | MLLE-PAM2 inh | SKN-1 inh
CCc1nc2c(OCc3ccc(C(F)(F)F)cc3)cccn2c1N(C)C(C)=O | -1 | i | -2 | 0 | -2 | -1 | -4 | 3 | 4
O=C(CN1CCN(S(=O)(=O)c2ccccc2)CC1)Nc1ccc(Cl)c(Cl)c1 | 4 | i | 8 | 41 | -6 | 3 | 19 | 5 | 15
Cn1c(=O)oc2cc(S(=O)(=O)N3CCCCC3)ccc21 | 1 | i | -9 | -3 | -4 | 1 | 2 | -3 | -22
O=C(O)COc1ccc(Br)cc1/C=N\Nc1ccccn1 | 1 | i | -1 | 5 | -5 | 3 | -3 | 7 | -3
CC(=O)c1ccc(S(=O)(=O)N2CCn3cccc3C2C)cc1 (configuration not stated) | -9 | i | 2 | -7 | -7 | 2 | -18 | 8 | -16
CC12CCC(C(=O)NNc3ccc([N+](=O)[O-])cc3)(CC1=O)C2(C)C (configuration not stated) | 0 | i | -9 | 9 | 3 | -3 | -4 | -5 | -6
N#CC1C(=N)Cc2ccccc2-c2ccccc21 (configuration not stated) | -3 | i | -1 | 10 | -12 | 1 | 10 | -1 | 6
CC(C)CN(C(=O)CCNC(=O)c1ccccc1Cl)C1CCS(=O)(=O)C1 (configuration not stated) | 9 | i | -10 | -4 | 9 | 0 | -6 | 4 | -3
CCC(C)NC(=O)C1=C(C)C(=O)OC12CCC(C)CC2 (configuration not stated) | 5 | i | -2 | -7 | 0 | 3 | 2 | -6 | 12
O=C(O)CSc1ncnc2sc(-c3ccccc3)cc12 | -8 | i | -9 | -6 | 5 | -1 | -9 | 4 | -20

Pulled by structure from above, 4 records:
SMILES | MT1-MMP act inh | Neddyl block | MsrA act | FAS-TE inh | E coli Lon inh | Rin1-Abl PPI inh | NRP1-CendR mod | MLLE-PAM2 inh | SKN-1 inh
CC(C)CN(C(=O)CCNC(=O)c1ccccc1Cl)C1CCS(=O)(=O)C1 (configuration not stated) | 9 | i | -10 | -4 | 9 | 0 | -6 | 4 | -3
O=C(O)CSc1ncnc2sc(-c3ccccc3)cc12 | -8 | i | -9 | -6 | 5 | -1 | -9 | 4 | -20
CC(=O)c1ccc(S(=O)(=O)N2CCn3cccc3C2C)cc1 (configuration not stated) | -9 | i | 2 | -7 | -7 | 2 | -18 | 8 | -16
O=C(CN1CCN(S(=O)(=O)c2ccccc2)CC1)Nc1ccc(Cl)c(Cl)c1 | 4 | i | 8 | 41 | -6 | 3 | 19 | 5 | 15

Some of the entries so far, with values under each structure.
The line under a structure holds: MT1-MMP act inh, Neddyl block, MsrA act, FAS-TE inh, E coli Lon inh, Rin1-Abl PPI inh, NRP1-CendR mod, MLLE-PAM2 inh, SKN-1 inh
> N#CC1C(=N)Cc2ccccc2-c2ccccc21 (configuration not stated)
  -3, i, -1, 10, -12, 1, 10, -1, 6
> CC(C)CN(C(=O)CCNC(=O)c1ccccc1Cl)C1CCS(=O)(=O)C1 (configuration not stated)
  9, i, -10, -4, 9, 0, -6, 4, -3

(listing goes on)
SMILES | MT1-MMP act inh | Neddyl block | MsrA act | FAS-TE inh | E coli Lon inh | Rin1-Abl PPI inh | NRP1-CendR mod | MLLE-PAM2 inh | SKN-1 inh
Cc1cccc(NC(=S)NC2CCCC2)n1 | -3 | i | -2 | 0 | 4 | 1 | -80 | -49 | 10
C=C1CC2C(CCC3(C)C2CCC3(O)C(C)=O)C2(C)CCC(=O)C=C12 (configuration not stated) | 5 | i | -3 | 3 | 3 | -1 | 4 | -14 | 13
COCCn1c(SCC(=O)Nc2ccc(Cl)cn2)nc2ccccc21 | 1 | i | -1 | 5 | -5 | -1 | 11 | -27 | 2
CCOC(=O)C1=C(C)N=C2SCCC(=O)N2C1c1sccc1C (configuration not stated) | -7 | i | 4 | 1 | -2 | 1 | -8 | -59 | 0
CC(=O)Nc1ccc2c(c1)C(=O)c1ccccc1C2=O | 0 | i | -5 | 5 | -1 | -7 | 16 | 20 | -16
CCN(CC)CC(C)CNC(=O)CC(C(=O)N1CCc2ccccc21)n1ccnc1 (configuration not stated) | -1 | i | -1 | -4 | -3 | 4 | 2 | 0 | -2
COc1cccc(OCC(=O)Nc2ccccc2C(N)=O)c1 | 2 | i | -11 | -15 | -1 | 2 | 16 | 7 | -16
O=C(OCc1cccc2ccccc12)c1ccc2c(=O)[nH]c(CN3CCOCC3)nc2c1 | 1 | i | -3 | -8 | -6 | 2 | 10 | -3 | -1
Cc1ccccc1Nc1nc(N)nc(COC(=O)c2cccc(S(=O)(=O)NCc3ccccc3)c2)n1 | 5 | i | -4 | 18 | 10 | 0 | -2 | -6 | 4
Cc1ccc(NC(=O)N2Cc3ccccc3CC2C(=O)NC(C)(C)C)cc1 (configuration not stated) | -3 | i | 0 | -6 | 3 | -1 | 8 | 7 | -4
CCCc1cc(=O)[nH]c(SCC(=O)c2c(N)n(C)c(=O)n(C)c2=O)n1 | -3 | i | -8 | -11 | -9 | -1 | -5 | 11 | -3
Nc1ccc(C(=O)OCc2ccncc2)cc1[N+](=O)[O-] | 2 | i | -2 | 1 | -14 | -6 | -10 | -7 | 14
COc1ccccc1C(NC(C)=O)c1cc(Cl)c2cccnc2c1O (configuration not stated) | -3 | i | -10 | 0 | 7 | 5 | -8 | -9 | -3
CCC(=O)c1cc(Br)ccc1OCC(=O)N1CCN(S(=O)(=O)c2ccccc2)CC1 | -1 | i | -3 | 26 | -14 | 1 | 4 | -3 | -23
CC(C)CN1C2CCCC1CC(NC(=S)NCc1ccco1)C2 (configuration not stated) | 0 | i | -5 | -2 | 12 | -3 | 11 | -8 | 12
Cc1ccc2nc(SCC(=O)N/N=C/c3ccc(C(=O)O)cc3)cc(C)c2c1 | -5 | i | 1 | -5 | 6 | 0 | -15 | 1 | 12
Cc1cccc(N2CCCn3c2nc2c3c(=O)n(CCN3CCOCC3)c(=O)n2C)c1 | -6 | i | -3 | 16 | -5 | 0 | 3 | -16 | 1
CCOc1ccccc1OC(=O)c1ccco1 | 0 | i | -13 | -6 | -9 | 4 | 4 | 7 | -5
CC(C)(C)S(=O)(=O)/C(C#N)=N/Nc1ccc(C#N)cc1 | -6 | i | -4 | -2 | -5 | 2 | 17 | 23 | 2
O=[N+]([O-])c1cccc(N=Cc2ccccc2)c1 | 1 | i | -1 | -3 | -4 | -2 | 5 | 8 | 10
COCC(=O)N1CCCC(C(=O)c2ccc(-c3ccccc3)cc2)C1 (configuration not stated) | -4 | i | -2 | -5 | -10 | 2 | -2 | 7 | 20
CCc1ccc(N2CC(C(=O)N3CCCC3)CC2=O)cc1 (configuration not stated) | -1 | i | -2 | -6 | -4 | -1 | -4 | 4 | 0
CC(C)(C)OC(=O)N(CCc1ccccc1)Cc1ccccc1OCc1cccc(NC(=O)C2CCCC2)c1 | -10 | i | 0 | 9 | -9 | 0 | -7 | -3 | 22
Cc1ccc(S(=O)(=O)N2CCC[C@H]2C(=O)NCc2ccccc2Cl)cc1 | -2 | i | 0 | 0 | -11 | -1 | 1 | -5 | 5
CCN(CC)S(=O)(=O)c1ccc(C(=O)N2CCN=C2SC)cc1 | -5 | i | -8 | -4 | -1 | 2 | -8 | 0 | 5
Cc1ccc(Cl)cc1N1CCN(C(=O)COc2ccc(S(=O)(=O)NC(C)C)cc2)CC1 | 9 | i | -3 | 14 | -6 | 0 | -9 | 0 | 12
CCN(c1ccccc1)S(=O)(=O)c1ccc(N)c(OC)c1 | -5 | i | -1 | -4 | 2 | -1 | 4 | 1 | -20
CNC(=O)NC(=O)COC(=O)CCCOc1ccc(OC)cc1 | 4 | i | -1 | -2 | -5 | 5 | -3 | 9 | -5
COc1cc(S(=O)(=O)N(C)C2CCCCC2)c(C)cc1C | -2 | i | -1 | 21 | 3 | 2 | 4 | 13 | 0
COc1ccc(CN(C)C(=O)C2CCN(C(=O)Nc3ccccc3)CC2)cc1OC | -2 | i | -1 | -6 | -6 | -2 | 0 | 9 | 6
COc1ccc(N2C(=O)CC(Sc3nc(C)c4c(n3)CCCC4)C2=O)cc1 (configuration not stated) | -5 | i | 0 | -24 | 0 | -2 | 14 | -5 | 15
Cc1cc(NC(=O)COC(=O)C2CC(=O)N(c3ccc(Cl)cc3)C2)no1 (configuration not stated) | -2 | i | -3 | -5 | -3 | -1 | -4 | -12 | -1
